Screening results (PubChem)
mIAP act – increases mouse intestinal alkaline phosphatase activity; actives 0.24% (n = 330,000); muIAP, CDP-Star luminescence, 30 min; active compounds read high; 1 = vehicle-only enzyme signal, 0 = enzyme-free wells; activation factor at 10 µM;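 active means activation factor of at least 2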; further: the source names both 10 and 20 µM as test concentration; values of inactives mirror those of a sister screen read the other way
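Assay system: mouse IAP enzyme; reagent: chemiluminescent substrate CDP-Star; dosing: test compounds delivered from DMSO solution; schedule: 30 min at room temperature; measured by: luminescence from enzymatic CDP-Star hydrolysis; controls: DMSO-only wells and no-enzyme negative control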
hIAP activ – human IAP activation; actives 0.16% (n = 330,000); activation factor at 10 µM; purified human IAP, CDP-Star luminescence, 30 min; active compounds read high; 1 = vehicle-only enzyme, 0 = enzyme-free background;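 active means activation factor of the enzyme at least 2-fold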; further: the source names both 10 and 20 µM as test concentration; values of inactives mirror those of a sister screen read the other way
ATG4B inh – ATG4B (human) cysteine protease inhibition. inhibition, % at 8.33 µM. Q9Y4P1. actives 0.51% (n = 340,000). ATG4B cleavage of LC3-PLA2, NBD-HPC fluorescence, 1 h. AID 504462; in the data active means inhibition above about 40%
NALP3 yeast inh – NALP3 inhibition in yeast; inhibition, % at 10 µM; AID 2825; actives 0.39% (n = 330,000); Yeast reconstituted NLRP3/ASC/caspase-1, beta-gal luminescence, 24 h;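 active means inhibition of 50% or more; inactive means inhibition below 50%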;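 further: plate controls were induced DMSO wells for no effect and uninduced yeast grown without galactose for full effect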
mIAP block – mouse IAP inhibition; actives 0.2% (n = 330,000); AID 2806; inhibition, % at 10 µM; purified mouse IAP, CDP-Star luminescence, 30 min;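 active means inhibition of at least 40% at 10 µM in the primary screen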;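 further: plate controls were DMSO with enzyme for no effect and no enzyme wells for full effect; values of inactives mirror those of a sister screen read the other way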
hIAP block – human IAP inhibition. P09923. purified IAP, CDP-Star luminescence, 30 min. inhibition, % at 10 µM. actives 0.12% (n = 330,000);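 active means inhibition reaching a set limit with compound at 10 µM in the primary screen, cut at about 35% in these data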;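 further: plate controls were DMSO wells with enzyme for no effect and no-enzyme buffer wells for full effect; values of inactives mirror those of a sister screen read the other way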
Apaf-1 inh – blocks human Apaf-1 apoptosome activity | reconstituted apoptosome caspase-3 activity, DEVD-Rh110 fluorescence | inhibition, % at 20 µM | O14727 | AID 489030 | actives 0.71% (n = 330,000); active means inhibition of at least 40% at 20 µM;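 further: plate controls were DMSO wells for no effect and DEVD-CHO caspase inhibitor wells for full effect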
Target sequence (O14727 whole entry, looked up): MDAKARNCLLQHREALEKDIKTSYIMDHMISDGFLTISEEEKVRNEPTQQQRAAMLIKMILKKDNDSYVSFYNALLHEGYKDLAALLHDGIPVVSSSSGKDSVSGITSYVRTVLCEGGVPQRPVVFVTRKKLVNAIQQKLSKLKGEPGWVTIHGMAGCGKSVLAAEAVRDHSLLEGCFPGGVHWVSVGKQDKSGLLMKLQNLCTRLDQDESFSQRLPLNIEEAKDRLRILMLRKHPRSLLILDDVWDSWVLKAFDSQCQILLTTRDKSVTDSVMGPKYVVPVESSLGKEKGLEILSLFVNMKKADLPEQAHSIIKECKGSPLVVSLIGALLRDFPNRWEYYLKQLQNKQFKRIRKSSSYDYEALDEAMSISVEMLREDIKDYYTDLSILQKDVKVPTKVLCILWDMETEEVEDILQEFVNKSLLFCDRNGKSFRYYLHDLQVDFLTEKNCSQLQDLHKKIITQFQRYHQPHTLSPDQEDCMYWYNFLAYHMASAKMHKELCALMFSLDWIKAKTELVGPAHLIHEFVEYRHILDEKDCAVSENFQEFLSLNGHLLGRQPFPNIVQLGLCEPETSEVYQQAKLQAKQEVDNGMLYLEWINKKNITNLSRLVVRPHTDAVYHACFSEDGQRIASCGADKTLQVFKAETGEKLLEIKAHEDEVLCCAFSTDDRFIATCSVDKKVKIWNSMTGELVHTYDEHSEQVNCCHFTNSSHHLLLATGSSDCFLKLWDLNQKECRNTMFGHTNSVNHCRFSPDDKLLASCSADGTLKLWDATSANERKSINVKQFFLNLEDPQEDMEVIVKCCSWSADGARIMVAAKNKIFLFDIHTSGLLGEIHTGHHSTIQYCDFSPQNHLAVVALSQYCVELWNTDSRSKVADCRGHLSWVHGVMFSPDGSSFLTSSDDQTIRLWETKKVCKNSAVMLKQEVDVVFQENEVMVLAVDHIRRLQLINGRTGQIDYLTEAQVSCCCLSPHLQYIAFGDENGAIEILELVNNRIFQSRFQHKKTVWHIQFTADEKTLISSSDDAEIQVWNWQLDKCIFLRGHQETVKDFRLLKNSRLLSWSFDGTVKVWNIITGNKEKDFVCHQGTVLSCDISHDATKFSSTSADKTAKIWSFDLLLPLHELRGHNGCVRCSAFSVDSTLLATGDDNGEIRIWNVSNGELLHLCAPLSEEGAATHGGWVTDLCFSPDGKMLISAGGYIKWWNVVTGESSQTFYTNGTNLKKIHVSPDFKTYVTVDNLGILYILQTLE
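Assay system: Apoptosome proteins | Medium: pH 7.5 Hepes buffer with CHAPS, BSA, DTT | Also added: Cytochrome c and DEVD-Rh110 substrate | Times: 30 min plus 50 min, RT | Detection: Rhodamine 110 fluorescence at Ex 480/Em 540 nm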
tim10-1 inh – growth inhibitors of tim10-1 mutant yeast; inhibition, % at 20 µM; S. cerevisiae tim10-1 ts strain growth, BacTiter-Glo, 24 h; actives 2.2% (n = 330,000);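 active means inhibition of at least 40%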;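 further: mutant grown at 25 °C; 0% = DMSO wells with yeast and 100% = wells holding no yeast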
TIM10 inh – inhibits growth of TIM10 yeast strain. S. cerevisiae TIM10 strain growth, BacTiter-Glo luminescence, 24 h. inhibition, % at 10 µM. actives 1.4% (n = 330,000);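 active means inhibition of 40% or more at the single tested concentration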;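 further: wild-type TIM10 isogenic control strain grown at permissive 25 °C; 0% = DMSO yeast wells and 100% = minimal medium wells without yeast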
Numbers without * were called inactive; . = no result given; & = joins results of further samples.

SMILES	mIAP act	hIAP activ	ATG4B inh	NALP3 yeast inh	mIAP block	hIAP block	Apaf-1 inh	tim10-1 inh	TIM10 inh
CCc1ccc(NC(=O)N(CCN2CCOCC2)C2CCN(C(C)=O)CC2)cc1	0.97	1.1	-17	-6	3	-11	-2	-9	-8
Cc1ccnc(N2CCCC(C(=O)Nc3cccc(C)c3C)C2)n1 (centres undefined)	0.98	0.97	-2	11	2	3	0	-9	-2
COc1ccc2ccccc2c1/C=N/NC(=O)c1cccc(C)c1	1.1	1.1	-7	30	-7	-10	14	-19	-11
CCCOP(=O)(c1ccc(N(C)C)cc1)C(Nc1ccccc1)c1ccc(N(C)C)cc1 (centres undefined)	1.1	1	-7	7	-9	-4	22	29	38
COc1cc(C2SCC(=O)N2Cc2ccccc2)ccc1O (centres undefined)	0.93	1	-6	0	7	-4	-2	3	28
CC/C(=N\NC(=O)c1ccccc1Cl)c1ccc(Br)s1	0.96	0.79	0	14	4	21	20	18	5
CCOC(=O)c1ccc(NS(=O)(=O)c2c(C)[nH]c(C)c2C(=O)N2CCCCC2)cc1	1	1.4	-3	10	0	-36	10	5	6
CCN1CCN(Cc2ccc(NC(=O)c3ccc(C)c(NC(=O)N4CCNC4=O)c3)cc2C(F)(F)F)CC1	1.1&1.1	1&1.1	-7&-12	7&19	-6&-6	-5&-5	12&14	9&-8	13&0
Cc1ccc(-c2ccnc3nc(Sc4ncc(C(F)(F)F)cc4Cl)nn23)cc1	0.88	0.77	11	23	12	23	27	36	42*
O=C(CSCc1c(Cl)cccc1Cl)N1CCOCC1	0.97	1.1	-6	18	3	-10	-6	13	7
COc1ccc(NC(=O)CSc2nnc(C)s2)cc1S(=O)(=O)N1CCOCC1	1	0.76	3	22	-2	24	-9	7	-1
C/C(CC1CC(COCC(C)C)OC1=O)=N\Nc1nc(-c2ccccc2)cs1 (centres undefined)	0.89	0.94	2	6	12	6	3	25	18
C/C(Cl)=C\CSc1nnc2n(N)c(=O)c3ccccc3n12	1	0.92	1	7	-1	8	10	11	2
O=C(/C=C/c1ccco1)Nc1cccc2cccnc12	0.88	1.1	7	14	12	-9	8	40	23
O=C(N/N=C/c1c(O)ccc2ccccc12)c1[nH]ncc1Br	0.77	2.2*	-29	5	23	-120	12	12	-10
Cc1nc(C(N)=O)nc2ccccc12	0.85	1.1	-8	10	14	-6	-1	8	-7
COc1ccc(Br)c(C(=O)OCC(=O)NC(=O)NC2CCCC2)c1	1	1.1	-3	30	-2	-12	21	18	20
CCOC(=O)c1c(C)[nH]c(C)c1C(=O)CSc1nnc(-c2ccncc2)n1Cc1ccccc1	0.94	0.99	-13	5	6	1	-4	16	5
O=C(NCCCn1ccnc1)c1nn2c(C(F)(F)F)cc(-c3ccc(Br)cc3)nc2c1Cl	0.88	1.1	-22	18	12	-8	15	24	33
CSc1nc(-c2ccc(Cl)cc2)c(C#N)c(=O)[nH]1	1	1.1	-3	14	-2	-9	13	8	7
NC(=O)c1cc(-c2ccccc2)sc1NC(=O)Cc1ccc(S(=O)(=O)N2CCOCC2)s1	0.91	0.95	6	6	9	5	12	14	19
Cc1cc(C(=O)NCc2ccco2)sc1C	1.1	1	1	10	-14	0	11	-5	-11
CC(C)C(OC(=O)CN1C(=O)c2ccccc2C1=O)C(=O)NC1CCCCC1 (centres undefined)	1	1.1	-9	25	-2	-11	-1	24	14
CCOC(=O)c1c(NC(=O)CSc2nnc(-c3ccccc3)o2)sc(C(C)=O)c1C	0.96	1.1	-10	15	4	-12	12	21	12
Cc1ccc2oc(C(=O)NCc3ccc(S(N)(=O)=O)cc3)cc(=O)c2c1	0.99	0.96	-5	19	1	4	-5	-21	-7

Retrieved by compound from above:
SMILES	mIAP act	hIAP activ	ATG4B inh	NALP3 yeast inh	mIAP block	hIAP block	Apaf-1 inh	tim10-1 inh	TIM10 inh
O=C(N/N=C/c1c(O)ccc2ccccc12)c1[nH]ncc1Br	0.77	2.2*	-29	5	23	-120	12	12	-10
Cc1ccc(-c2ccnc3nc(Sc4ncc(C(F)(F)F)cc4Cl)nn23)cc1	0.88	0.77	11	23	12	23	27	36	42*

The list goes on.
SMILES	mIAP act	hIAP activ	ATG4B inh	NALP3 yeast inh	mIAP block	hIAP block	Apaf-1 inh	tim10-1 inh	TIM10 inh
COc1cc(S(=O)(=O)Nc2cccnc2)ccc1F	1.1	1.2	0	13	-5	-23	-3	-4	-29
Cc1nn(-c2ccccc2)nc1C(N)=O	1	0.98	-1	-4	0	2	-17	-9	1
O=[N+]([O-])c1cc2c(cc1CN1CCN(CCOCCO)CC1)OCO2	0.83	0.85	0	15	16	15	15	3	-16
COc1ccc(C)cc1Nc1n[n+](-c2ccccc2)c(-c2ccc(C(=O)O)cc2)s1	1.1	1.1	5	0	-8	-11	10	-1	-5
CN1CCCN(C(=O)c2c(F)cccc2Cl)CC1	1	1.1	-1	12	-3	-14	-7	-24	-4
CCOC(=O)c1nn(-c2ccccc2)c(=O)c(C#N)c1C	0.93	1.7	-8	-2	7	-66	-1	32	6
CCOC(=O)C(=CNc1ccc(OC)cc1[N+](=O)[O-])C(=O)OCC	0.95	0.86	-14	24	5	14	-5	16	9
CCc1ccc(NC(=O)C2CCN(S(=O)(=O)c3ccc4c(c3)NC(=O)C(C)S4)CC2)cc1 (centres undefined)	1.7	1.4	-9	9	-68	-37	15	4	4
CC(=O)Nc1ccc(OCC(O)CNC(C)C)cc1 (centres undefined)	0.91	1	-9	11	9	-2	-7	1	7
CC(=O)c1ccc(NC(=O)CN2c3cccc4cccc(c34)S2(=O)=O)cc1	1	1.2	-13	24	0	-15	-2	3	7
O=S(=O)(c1ccc2c(c1)CCCN2)N1CCCCC1	1.1	1.1	-4	9	-7	-7	0	17	18
COc1ccc(OC)c(/C=C/c2[nH]c(=O)[nH]c(=O)c2[N+](=O)[O-])c1	0.99	1.1	-5	17	1	-11	16	-2	2
CCN(C[C@H]1N[C@@](CC)(C(=O)OC)[C@H]2C(=O)N(C)C(=O)[C@@H]12)C(=O)c1ccc(F)cc1	1.2	1.1	-10	4	-16	-10	1	5	-7
CONC(=O)c1cc(OCC(F)(F)F)ccc1OCC(F)(F)F	1	0.88	1	-8	0	12	-6	10	-3
Fc1ccc(N2CCN(c3nc(-c4ccco4)cc(C(F)(F)F)n3)CC2)cc1	0.86	0.88	1	14	14	12	9	4	6
Cc1ccc(C2CC(=O)C=C(NCC(C)C)C2)cc1 (centres undefined)	0.97	0.81	-1	7	3	19	1	16	5
Cc1ccc(NC(=O)/C(Cl)=C\c2ccccc2)cc1	0.86	0.94	14	11	14	6	-2	-15	-3
CC(NC(=O)C1CCC(CNC(=O)[C@@H]2Cc3ccccc3CN2)CC1)c1ccccc1 (some centres undefined)	1	0.82	-1	11	-2	18	7	-11	8
Nc1ccc(NC(=O)c2cccs2)cc1	0.81	0.88	1	10	19	12	4	-20	-6
O=C(NCc1ccccc1)c1cccc(COc2ccccc2Cl)c1	1.4	0.85	16	11	-37	14	20	34	21
Cc1cccc2cc3c(NC(=O)c4ccccn4)nn(C)c3nc12	0.92	0.95	5	30	8	5	7	17	20
CCn1cc(CN2CCCC(CNS(=O)(=O)Cc3ccccc3)C2)cn1 (centres undefined)	0.97	1.1	2	7	3	-12	0	7	0
COc1ccc(CCNC(=O)CS(=O)(=O)c2cn(CC(=O)N3CCOCC3)c3ccccc23)cc1OC	1	1	-5	3	0	-1	4	7	3
COc1ccc(C(=O)/C=C/C(=O)N(Cc2ccc(F)cc2)C(C(=O)NC2CCCCC2)c2ccncc2)c(O)c1 (centres undefined)	0.91	0.99	-7	13	9	1	12	32	44*
O=C(COc1ccc(Cl)cc1)NCc1ccc(F)cc1	1	1.1	11	21	-1	-12	9	-2	-16

Five of the entries above in order of the mIAP block value, rising.
mol	mIAP block
CC(=O)c1ccc(NC(=O)CN2c3cccc4cccc(c34)S2(=O)=O)cc1	0
Cc1cccc2cc3c(NC(=O)c4ccccn4)nn(C)c3nc12	8
CC(=O)Nc1ccc(OCC(O)CNC(C)C)cc1 (centres undefined)	9
Cc1ccc(NC(=O)/C(Cl)=C\c2ccccc2)cc1	14
O=[N+]([O-])c1cc2c(cc1CN1CCN(CCOCCO)CC1)OCO2	16

The listing continues.
SMILES	mIAP act	hIAP activ	ATG4B inh	NALP3 yeast inh	mIAP block	hIAP block	Apaf-1 inh	tim10-1 inh	TIM10 inh
COc1ccc(C2C(C#N)=C(/N=C/N3CCN(C)CC3)OC3=C2C(=O)CC(C)(C)C3)cc1OC (centres undefined)	1	1.1	-10	2	-3	-14	-15	-6	3
O=C(CSc1ncc(C(F)(F)F)cc1Cl)N1CCN(S(=O)(=O)c2ccc(Cl)cc2)CC1	0.91	1.2	-12	14	10	-24	-1	32	24
CC(=O)Nc1ccc(S(=O)(=O)N2CCN(c3cccc(C)c3C)CC2)cc1	1.1	1	31	20	-10	0	9	23	22
c1ccc(C2NCCn3cccc32)cc1 (centres undefined)	1	1	-3	0	-2	0	7	18	-1
O=C(c1ccco1)N1CCN(S(=O)(=O)c2cccs2)CC1	1.1	1.1	-5	9	-8	-7	-10	-1	-5
COc1ccc(CC(=O)NCc2nnc(SCC(=O)Nc3ccc(OC)cc3)n2C)cc1	1	0.88	-5	5	-1	12	-10	7	5
CCOC(=O)c1c(N)sc2c1CCC(CC)C2 (centres undefined)	0.83	0.89	-7	0	17	11	8	19	11
CC(C)[C@@H](N)C(=O)NC[C@H]1O[C@@H](n2cnc3c(N)ncnc32)[C@H](O)[C@@H]1O	1.1	.	2	.	-6	.	13	1	-10
CCOC(=O)c1[nH]c(=O)[nH]c1CSc1nc(C)cc(C)n1	1.1	0.99	7	12	-8	1	2	-5	4
Cc1cc(C)n2nc(SCC(N)=O)nc2n1	1	0.94	-8	9	-3	6	1	-6	7
COc1ccc(-n2nc3ccccc3n2)cc1	1	1	-6	37	-5	0	16	19	-19
Cc1c(NS(=O)(=O)c2ccc3c(c2)OCCO3)cccc1-c1nc2cccnc2s1	0.91	0.86	-8	28	9	14	4	34	14
O=C(NCCCN1CCCC1=O)C1CCCO1 (centres undefined)	0.99	1	4	2	1	-3	-15	7	16
Cc1ccc2nc(-c3cccnc3)c(NC3CCCC3)n2c1	1.1	1.1	11	17	-12	-5	6	32	9
Cc1ccc(-c2nc3c(Cl)cc(Cl)cc3c(=O)n2O)cc1	1	1.1	1	14	-5	-13	17	9	1
CC(C)Cc1[nH]c(=O)c(C#N)c2c1CCCC2	0.97	0.95	4	12	3	5	-5	5	10
O=C(NCCCn1ccnc1)c1cc(-c2ccc(Br)cc2)on1	0.9	1.1	-8	6	10	-7	0	11	3
CCc1cccc(C)c1NC(=O)CC(C)(C)CC(=O)O	1.1	0.92	0	5	-7	8	-6	-2	-16
COCCN(C(=O)COC(=O)CC1CCCCC1)c1c(N)n(Cc2ccccc2)c(=O)[nH]c1=O	1	1.3	3	13	0	-30	7	8	6
O=c1c(Cc2ccc(F)cc2)c(O)ccn1Cc1ccc(F)cc1	1	1	0	17	-1	-1	-3	-10	-15
Cc1cccc(N(CC(=O)NCc2ccc(F)cc2)C(=O)c2ccco2)c1	1	1.1	3	10	-2	-9	5	3	-8
Cc1ccc(C(=O)/C=C/c2ccc3c(c2)OCCO3)c(O)c1	0.94	0.96	-4	22	6	4	16	24	52*
O=C(NC(CO)Cc1ccccc1)c1ccccc1 (centres undefined)	0.89	1	-3	1	11	0	-2	11	13

One compound at a time, as listed above. Values in the order: mIAP act	hIAP activ	ATG4B inh	NALP3 yeast inh	mIAP block	hIAP block	Apaf-1 inh	tim10-1 inh	TIM10 inh
Results for O=c1c(Cc2ccc(F)cc2)c(O)ccn1Cc1ccc(F)cc1 → 1	1	0	17	-1	-1	-3	-10	-15
Results for COc1ccc(-n2nc3ccccc3n2)cc1 → 1	1	-6	37	-5	0	16	19	-19
